ABCB1 inh – ABCB1 efflux pump inhibitors, primary screen, cell-based, multiplex, flow cytometry, ABCG2 counter-screen; AID 1326, 2008; CCRF-Adr cells, JC-1 efflux; actives 0.067% (n = 190,000); inhibition, % at 6.6 µM; ATP-dependent translocase ABCB1 (Homo sapiens), P08183; in the data active = inhibition above about 40%;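 note: 0% = vehicle and 100% = reference inhibitor; higher value means more JC-1 retained so stronger ABCB1 efflux block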
Target sequence (P08183 whole entry, looked up): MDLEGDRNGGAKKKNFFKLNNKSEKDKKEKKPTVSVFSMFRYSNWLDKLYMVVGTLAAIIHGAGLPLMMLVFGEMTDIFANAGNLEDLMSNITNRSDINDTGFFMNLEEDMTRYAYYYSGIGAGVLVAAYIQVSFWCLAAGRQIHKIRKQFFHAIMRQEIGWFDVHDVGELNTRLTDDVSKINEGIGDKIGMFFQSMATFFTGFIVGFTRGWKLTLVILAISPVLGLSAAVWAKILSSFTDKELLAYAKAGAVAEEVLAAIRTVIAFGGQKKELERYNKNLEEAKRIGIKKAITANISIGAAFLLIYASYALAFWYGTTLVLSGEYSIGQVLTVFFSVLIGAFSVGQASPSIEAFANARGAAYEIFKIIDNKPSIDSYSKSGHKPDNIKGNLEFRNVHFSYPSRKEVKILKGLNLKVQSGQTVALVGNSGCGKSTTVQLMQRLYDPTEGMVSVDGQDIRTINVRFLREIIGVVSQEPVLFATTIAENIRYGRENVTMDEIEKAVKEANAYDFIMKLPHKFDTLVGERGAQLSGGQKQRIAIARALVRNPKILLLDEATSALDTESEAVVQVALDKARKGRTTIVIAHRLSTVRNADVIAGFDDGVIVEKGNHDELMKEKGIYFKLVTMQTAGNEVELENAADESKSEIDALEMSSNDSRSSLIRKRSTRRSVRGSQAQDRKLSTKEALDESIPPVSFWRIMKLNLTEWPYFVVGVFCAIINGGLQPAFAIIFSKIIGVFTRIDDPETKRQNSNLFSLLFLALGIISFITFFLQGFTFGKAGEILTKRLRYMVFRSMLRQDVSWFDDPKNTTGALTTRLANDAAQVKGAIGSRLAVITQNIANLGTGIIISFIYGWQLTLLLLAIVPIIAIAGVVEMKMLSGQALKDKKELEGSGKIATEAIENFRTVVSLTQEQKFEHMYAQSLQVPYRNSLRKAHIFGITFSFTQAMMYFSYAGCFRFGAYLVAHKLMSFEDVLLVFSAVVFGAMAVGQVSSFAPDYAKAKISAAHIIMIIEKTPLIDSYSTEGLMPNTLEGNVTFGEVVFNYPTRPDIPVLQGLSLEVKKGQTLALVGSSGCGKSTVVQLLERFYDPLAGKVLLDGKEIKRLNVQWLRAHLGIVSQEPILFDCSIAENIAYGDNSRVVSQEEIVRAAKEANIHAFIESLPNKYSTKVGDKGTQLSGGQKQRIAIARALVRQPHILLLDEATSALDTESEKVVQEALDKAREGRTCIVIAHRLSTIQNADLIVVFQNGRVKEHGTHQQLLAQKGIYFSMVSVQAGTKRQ
Rac1 wt modul – wildtype Rac1 GTP binding modulators, primary screen, biochemical, GST-Rac1 beads, flow cytometry, multiplex; fluorescent GTP binding; actives lie on both sides; 0 = cold GTP competed, 100 = untreated; actives 0.27% (n = 190,000); Ras-related C3 botulinum toxin substrate 1 (Homo sapiens), P63000; GTP binding activity (% of control), % at 10 µM; AID 757, 2007;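 active = GTP binding activity at least 20 points away from the 100% control level, either lower or higher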
Avidin bead fluor – green autofluorescence of compounds with avidin beads – biophysical, 488/530 nm, flow cytometry, artefact control, profiling panel; compound fluorescence 488/530 nm; stronger effect = higher value; fluorescence (KMESF) at 10 µM; actives 0.38% (n = 220,000); in the data active = fluorescence above about 47; note: inactives centre near 10
Rac1 act GTP bind – GTP binding modulators of activated mutant Rac1, primary screen, biochemical, bead-based flow cytometry, multiplex, fluorescent GTP; Ras-related C3 botulinum toxin substrate 1 (Homo sapiens), P63000; GST-Rac1 activated beads; actives lie on both sides; 100% means binding = to untreated wells; percent activity (GTP binding), % at 10 µM; actives 0.11% (n = 190,000); AID 764, 2007;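 active = GTP binding at least 20 percentage points away from the 100% baseline, in either direction, so actives lie on both sides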
GSH bead fluor – compound fluorescence on glutathione beads, profiling panel, artefact control, biophysical, 488/530 nm, flow cytometry; GSH beads flow cytometry, compound fluorescence 488/530 nm; stronger effect = higher value; fluorescence (KMESF) at 10 µM; actives 0.25% (n = 190,000); in the data active = fluorescence above about 89;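 note: glutathione beads carrying GST-tagged Bcl family fusion proteins plus one bare bead set; values are compound well signal with DMSO vehicle wells as background; inactives centre near 16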
Pf gametocyte – late stage P. falciparum gametocyte viability inhibitors, primary screen, ATP luminescence, HTS. P. falciparum stage V gametocytes, 24 h. inhibition, % at 10.9 µM. actives 0.065% (n = 150,000);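 active = inhibition above the mean plus 3 SD of compounds within the control limits, set per campaign, cut at about 38% in these data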;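 note: 0% = DMSO wells and 100% = medium only without gametocytes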
ABCG2 inh – ABCG2 efflux pump inhibitors, primary screen, multiplex with ABCB1, IgMXP3 cells, flow cytometry | inhibition, % at 6.6 µM | JC-1 efflux | AID 1325, 2008 | actives 0.1% (n = 190,000);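 active = inhibition above 80%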;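 note: 0% = DMSO and 100% = nicardipine control wells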
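test system = two drug-resistant human cell lines, ABCG2 and ABCB1 | amount = 3 million cells/mL final, two lines in 1:1 ratio | reagent = JC-1 transporter substrate | doses = one concentration, 6.6 µM final | incubation = 10 min at 25 °C | signal = flow cytometric JC-1 green MFI at 530 nm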
HRas wt GTP – modulators of GTP binding to HRas wildtype, primary screen, biochemical, bead-based flow cytometry, multiplex. GST-Ras wt beads, Bodipy-FL-GTP binding; actives lie on both sides. GTP binding activity, % at 10 µM. actives 0.14% (n = 190,000);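 active = GTP binding activity at least 20% away from the 100% baseline, either lowered as inhibitor or raised as activator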;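 note: 0% = unlabeled GTP competition control and 100% = no-compound control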
Rab2A wt mod – modulators of GTP binding to Rab2A wildtype, primary screen, biochemical, dog, bead-based flow cytometry, multiplex; GST-Rab2 wt beads, Bodipy-GTP binding; GTP binding activity, % at 10 µM; actives 0.19% (n = 190,000);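 active = GTP binding activity at least 20 points away from 100%, either lowered or raised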;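 note: 0% = beads with excess unlabeled GTP and 100% = no-compound control corrected for plate trend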
Rab7 wt GTP bind – modulators of GTP binding to Rab7, primary screen, biochemical, wildtype, multiplex bead flow cytometry. GTP binding activity (percent of control), % at 10 µM. actives 0.055% (n = 190,000). Rab7 GTPase wild type (dog), Bodipy-FL-GTP binding. AID 758, 2007. GST-Rab7 beads, fluorescent GTP binding; actives lie on both sides; untreated = 100%, excess cold GTP = 0%;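 active = fluorescent GTP binding to Rab7 beads changed by at least 20 points from the 100% baseline, either direction, mostly lower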;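 note: median green fluorescence of bound Bodipy-FL-GTP per Rab7 bead population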
Cdc42 wt – modulators of GTP binding to wildtype Cdc42, primary screen, biochemical, multiplex bead flow cytometry, Bodipy-GTP. AID 761, 2007. GST-Cdc42 beads; actives lie on both sides. actives 0.2% (n = 190,000). Cell division control protein 42 homolog (Homo sapiens), P60953. percent activity (GTP binding), % at 10 µM;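 active = percent activity GTP binding at least 20 points away from the 100% baseline, either down as inhibitor or up as activator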;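 note: median bead fluorescence of bound Bodipy-FL-GTP at 100 nM; 0% = excess unlabeled GTP control and 100% = no compound control; below 100% means less GTP binding so inhibitor and above means activator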
Active calls of the source: *.

How did CC1CCCN(S(=O)(=O)c2ccc(C(=O)Nc3ccccc3-c3nc4ccccc4[nH]3)cc2)C1 (stereo not drawn) do in these assays?
ABCB1 inh: -0.2; Rac1 wt modul: 108; Avidin bead fluor: 11; Rac1 act GTP bind: 104; GSH bead fluor: 14; Pf gametocyte: -13; ABCG2 inh: 0; HRas wt GTP: 105; Rab2A wt mod: 103; Rab7 wt GTP bind: 104; Cdc42 wt: 104

What do the screens show for `NC(=O)c1sc2nc3c(c(-c4cccs4)c2c1N)CCCC3`?
ABCB1 inh: -2.7; Rac1 wt modul: 102; Avidin bead fluor: 14; Rac1 act GTP bind: 99; GSH bead fluor: 20; ABCG2 inh: -3; HRas wt GTP: 98; Rab2A wt mod: 98; Rab7 wt GTP bind: 99; Cdc42 wt: 101

What do the screens show for `COc1ccc(N2CCN(c3ccc(C(N)=O)cc3[N+](=O)[O-])CC2)cc1`?
ABCB1 inh: 0.2; Rac1 wt modul: 99; Avidin bead fluor: 9; Rac1 act GTP bind: 96; GSH bead fluor: 16; Pf gametocyte: 7; ABCG2 inh: 2; HRas wt GTP: 97; Rab2A wt mod: 95; Rab7 wt GTP bind: 97; Cdc42 wt: 95

Results for Cc1ccc(C(=O)Cn2cccn2)cc1 ?
ABCB1 inh: 2.1; Rac1 wt modul: 95; Avidin bead fluor: 7; Rac1 act GTP bind: 95; GSH bead fluor: 68; ABCG2 inh: 2; HRas wt GTP: 99; Rab2A wt mod: 99; Rab7 wt GTP bind: 106; Cdc42 wt: 97

Results for CC(=O)c1[nH]c(C)c(C(C)=O)c1C ?
ABCB1 inh: 0.2; Rac1 wt modul: 103; Avidin bead fluor: 10; Rac1 act GTP bind: 99; GSH bead fluor: 11; ABCG2 inh: 2; HRas wt GTP: 101; Rab2A wt mod: 101; Rab7 wt GTP bind: 99; Cdc42 wt: 103

How did O=C(c1cnn2c1NC(c1ccc(Br)cc1)CC2C(F)(F)F)N1CCN(C23CC4CC(CC(C4)C2)C3)CC1 (stereo not drawn) do in these assays?
ABCB1 inh: 1.3; Rac1 wt modul: 105; Avidin bead fluor: 13; Rac1 act GTP bind: 100; GSH bead fluor: 24; ABCG2 inh: 4; HRas wt GTP: 104; Rab2A wt mod: 103; Rab7 wt GTP bind: 105; Cdc42 wt: 101

What do the screens show for `O=C(O)c1cccc(NS(=O)(=O)c2cccc3cccnc23)c1`?
ABCB1 inh: -2.6; Rac1 wt modul: 103; Avidin bead fluor: 8; Rac1 act GTP bind: 100; GSH bead fluor: 20; ABCG2 inh: -3; HRas wt GTP: 98; Rab2A wt mod: 100; Rab7 wt GTP bind: 99; Cdc42 wt: 100

What do the screens show for `CN(c1ccc(C(=O)N2CCN(Cc3ccc4c(c3)OCO4)CC2)cc1)S(C)(=O)=O`?
ABCB1 inh: -0.1; Rac1 wt modul: 98; Avidin bead fluor: 22; Rac1 act GTP bind: 96; GSH bead fluor: 11; ABCG2 inh: 0; HRas wt GTP: 96; Rab2A wt mod: 99; Rab7 wt GTP bind: 95; Cdc42 wt: 97

How did Cc1ccc(S(=O)(=O)NCC(=O)OCC(=O)N(Cc2ccccc2)C(C)(C)C)cc1 do in these assays?
ABCB1 inh: 1.3; Rac1 wt modul: 99; Avidin bead fluor: 4; Rac1 act GTP bind: 97; GSH bead fluor: 11; Pf gametocyte: 8; ABCG2 inh: 0; HRas wt GTP: 99; Rab2A wt mod: 97; Rab7 wt GTP bind: 106; Cdc42 wt: 98

Results for COc1ccc2c(OC)cc(=O)n(C)c2c1 ?
ABCB1 inh: 0.0; Rac1 wt modul: 98; Avidin bead fluor: 1; Rac1 act GTP bind: 97; GSH bead fluor: 5; ABCG2 inh: 0; HRas wt GTP: 96; Rab2A wt mod: 93; Rab7 wt GTP bind: 92; Cdc42 wt: 95

How did Cc1cc(C)nc(/N=C(\N)Nc2ccc(S(=O)(=O)O)cc2)n1 do in these assays?
ABCB1 inh: 0.1; Rac1 wt modul: 93; Avidin bead fluor: 7; Rac1 act GTP bind: 92; GSH bead fluor: 16; Pf gametocyte: -6; ABCG2 inh: 0; HRas wt GTP: 92; Rab2A wt mod: 93; Rab7 wt GTP bind: 92; Cdc42 wt: 92

How did C/C(Cn1cnc([N+](=O)[O-])n1)=N\NC(=O)c1ccccc1O do in these assays?
ABCB1 inh: -0.1; Rac1 wt modul: 101; Avidin bead fluor: 8; Rac1 act GTP bind: 98; GSH bead fluor: 10; Pf gametocyte: 3; ABCG2 inh: -1; HRas wt GTP: 97; Rab2A wt mod: 101; Rab7 wt GTP bind: 102; Cdc42 wt: 97

What do the screens show for `CC(=O)Nc1nc(NC(=O)/C=C/c2ccccc2)n(-c2ccccc2)n1`?
ABCB1 inh: -0.4; Rac1 wt modul: 106; Avidin bead fluor: 3; Rac1 act GTP bind: 101; GSH bead fluor: 9; Pf gametocyte: 4; ABCG2 inh: -3; HRas wt GTP: 99; Rab2A wt mod: 99; Rab7 wt GTP bind: 97; Cdc42 wt: 105

Results for Cc1ccc(-c2nnc(-c3cccc(NC(=O)c4cccs4)c3)o2)cc1 ?
ABCB1 inh: 0.7; Rac1 wt modul: 83; Avidin bead fluor: 25; Rac1 act GTP bind: 93; GSH bead fluor: 8; ABCG2 inh: 2; HRas wt GTP: 89; Rab2A wt mod: 90; Rab7 wt GTP bind: 96; Cdc42 wt: 90

What do the screens show for `CC(C)(C)c1cc(C(=O)O)nn1-c1ccccc1`?
ABCB1 inh: 0.3; Rac1 wt modul: 101; Avidin bead fluor: 10; Rac1 act GTP bind: 95; GSH bead fluor: 51; Pf gametocyte: -3; ABCG2 inh: 2; HRas wt GTP: 102; Rab2A wt mod: 99; Rab7 wt GTP bind: 97; Cdc42 wt: 100

What do the screens show for `Oc1ccccc1Oc1c(F)c(F)nc(N2CCCC2)c1F`?
ABCB1 inh: -0.3; Rac1 wt modul: 97; Avidin bead fluor: 10; Rac1 act GTP bind: 97; GSH bead fluor: 3; Pf gametocyte: 8; ABCG2 inh: -4; HRas wt GTP: 98; Rab2A wt mod: 95; Rab7 wt GTP bind: 97; Cdc42 wt: 99

What do the screens show for `Cc1ccc(CN(CCO)CCO)cc1`?
ABCB1 inh: 1.8; Rac1 wt modul: 101; Avidin bead fluor: 4; Rac1 act GTP bind: 96; GSH bead fluor: 11; Pf gametocyte: 2; ABCG2 inh: 5; HRas wt GTP: 96; Rab2A wt mod: 97; Rab7 wt GTP bind: 95; Cdc42 wt: 97

What do the screens show for `Cc1ccc2nc(Cl)c(/C=N/Nc3nc(C)cc(C)n3)c(=O)n2c1`?
ABCB1 inh: 0.9; Rac1 wt modul: 99; Avidin bead fluor: 8; Rac1 act GTP bind: 95; GSH bead fluor: 7; Pf gametocyte: 6; ABCG2 inh: 32; HRas wt GTP: 95; Rab2A wt mod: 95; Rab7 wt GTP bind: 96; Cdc42 wt: 100

How did CCOc1ccc(S(=O)(=O)Nc2nc3ccccc3nc2Nc2ccc(N3CCOCC3)cc2)cc1 do in these assays?
ABCB1 inh: 0.2; Rac1 wt modul: 101; Avidin bead fluor: 13; Rac1 act GTP bind: 94; GSH bead fluor: 11; Pf gametocyte: -24; ABCG2 inh: 0; HRas wt GTP: 94; Rab2A wt mod: 93; Rab7 wt GTP bind: 96; Cdc42 wt: 99

How did Cc1cccc(N2CCN(C3=NC(=O)C(=C4CCCCC4)S3)CC2)c1 do in these assays?
ABCB1 inh: 0.4; Rac1 wt modul: 102; Avidin bead fluor: 9; Rac1 act GTP bind: 99; GSH bead fluor: 30; Pf gametocyte: -28; ABCG2 inh: 10; HRas wt GTP: 100; Rab2A wt mod: 100; Rab7 wt GTP bind: 101; Cdc42 wt: 100

How did CC(C)NC(=O)CSc1nc(N)c(NC(=O)c2ccco2)c(=O)[nH]1 do in these assays?
ABCB1 inh: 0.3; Rac1 wt modul: 94; Avidin bead fluor: 9; Rac1 act GTP bind: 95; GSH bead fluor: 13; Pf gametocyte: 24; ABCG2 inh: 1; HRas wt GTP: 99; Rab2A wt mod: 100; Rab7 wt GTP bind: 105; Cdc42 wt: 98

Results for CCCCCn1c(SCC(=O)OCC)nc2cc(C(=O)NCc3ccco3)ccc2c1=O ?
ABCB1 inh: 4.7; Rac1 wt modul: 103; Avidin bead fluor: 11; Rac1 act GTP bind: 99; GSH bead fluor: 32; Pf gametocyte: -8; ABCG2 inh: 61; HRas wt GTP: 103; Rab2A wt mod: 101; Rab7 wt GTP bind: 99; Cdc42 wt: 103

What do the screens show for `COc1cc(/C=N/Nc2snc(SC)c2C#N)cc(OC)c1OC`?
ABCB1 inh: 0.1; Rac1 wt modul: 103; Avidin bead fluor: 16; Rac1 act GTP bind: 99; GSH bead fluor: 29; ABCG2 inh: 1; HRas wt GTP: 102; Rab2A wt mod: 101; Rab7 wt GTP bind: 94; Cdc42 wt: 105

What do the screens show for `Cc1c(Cl)cnc(NC(=O)COC(=O)CCS(=O)(=O)c2ccccc2)c1Cl`?
ABCB1 inh: -0.6; Rac1 wt modul: 101; Avidin bead fluor: 9; Rac1 act GTP bind: 101; GSH bead fluor: 25; Pf gametocyte: -8; ABCG2 inh: -1; HRas wt GTP: 100; Rab2A wt mod: 99; Rab7 wt GTP bind: 104; Cdc42 wt: 99

What do the screens show for `Cc1ccc2nc(NC(=O)/C=C/c3ccc4c(c3)OCO4)sc2c1`?
ABCB1 inh: -5.3; Rac1 wt modul: 97; Avidin bead fluor: 3; Rac1 act GTP bind: 96; GSH bead fluor: 14; ABCG2 inh: -17; HRas wt GTP: 99; Rab2A wt mod: 98; Rab7 wt GTP bind: 99; Cdc42 wt: 97

Results for C/C(=N\NC(=O)CCc1ccc(S(=O)(=O)N2CCOCC2)cc1)c1ccc(OC(F)F)cc1 ?
ABCB1 inh: 0.6; Rac1 wt modul: 98; Avidin bead fluor: 8; Rac1 act GTP bind: 93; GSH bead fluor: 15; ABCG2 inh: 4; HRas wt GTP: 96; Rab2A wt mod: 100; Rab7 wt GTP bind: 106; Cdc42 wt: 99

Screening results deposited in PubChem by several laboratories.
